HPDE-C7K KRASV12 – cytotoxicity in KRAS-transformed pancreatic duct cells, primary screen, cell-based, fluorescence, HTS (AID 431) | HPDE-C7K KRASV12 cells, Alamar Blue viability, 48 h; higher % means a stronger effect | cytotoxicity, % at 10 µM, or EC50 in µM where a hit was titrated | 1.7% of 63,000 active;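 active = compounds whose percent cytotoxicity in the single-dose primary screen, scaled between solvent and toxic-drug controls, exceeds 50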;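 also: 0% = DMSO solvent wells and 100% = doxorubicin-treated wells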
Spn MK inh – S. pneumoniae MK inhibitors, primary screen, biochemical, PK/LDH-coupled NADH absorbance; mevalonate kinase [Streptococcus pneumoniae D39]; purified MK, PK/LDH-coupled NADH absorbance 340 nm; inhibition, % at 10 µM; 0.48% of 65,000 active;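 active = ranked among the strongest by inhibition in the single 10 µM screen, a fixed top-ranked set picked for dose follow-up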; also: no value below 0 was filed
LYP inhibition – LYP phosphatase inhibitors, primary screen, biochemical, DiFMUP fluorescence, recombinant catalytic domain, 10 µM (AID 606); Tyrosine-protein phosphatase non-receptor type 22 (Homo sapiens); one-dose inhibition, % at 10 µM; IC50 in µM for titrated hits; recombinant LYP catalytic domain, DiFMUP fluorescence; higher % means a stronger effect; 52,000 tested, under 10 active;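 active = IC50 under 40 µM in the dose-response test; inactive = IC50 of 40 µM or more, or never dose-tested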
PMK inhibit – S. pneumoniae PMK inhibitors, primary screen, biochemical, mevalonate pathway, pilot trial included | phosphomevalonate kinase (Streptococcus pneumoniae D39) | inhibition, % at 10 µM | purified PMK, PK/LDH-coupled NADH absorbance 340 nm | 0.49% of 65,000 active | AID 539, 2006;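 active = top-ranked compounds by inhibition in the single 10 µM screen, taking a fixed number of the strongest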;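 also: 0% = full reaction with DMSO carrier and 100% = background rate without enzyme reaction; no value below 0 was filed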
TNAP inhibition – human TNAP enzyme inhibitors, biochemical, luminescent (AID 518) | 0.09% of 64,000 active | Alkaline phosphatase, tissue-nonspecific isozyme (Homo sapiens) | purified TNAP enzyme, luminescent substrate readout; higher % means a stronger effect | inhibition, % at 20 µM, or IC50 in µM where a hit was titrated; in the data active = a potency from the dose series; inactive = the rest, 99 in 100 with inhibition below about 22%;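 also: plate controls were vehicle for no effect and reference inhibitor for full effect; many of its hits are not listed in these tables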
Bfl-1 inhibitors – Bfl-1 inhibitors, primary screen, biochemical, fluorescence polarization, FITC-Bid, mouse (AID 432); displacement, % at 20 µM; hits with a dose series show IC50 in µM; 0.02% of 64,000 active; Bcl-2-related protein A1 (Mus musculus); FITC-Bid BH3 peptide fluorescence polarization displacement; higher % means a stronger effect; in the data active = a potency from the dose series; inactive = the rest, 99 in 100 with displacement below about 15%; also: strong numbers were not always called active
HT1080 cytotoxicity – cytotoxicity in HT1080 fibrosarcoma cells, cell-based, fluorescence readout (AID 620) | HT1080 viability, fluorescence; higher % means a stronger effect | one-dose cytotoxicity, % at 10 µM; EC50 in µM for titrated hits | 0.42% of 87,000 active;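 also: cells exposed to compound overnight then 4 h with Alamar Blue; 0% = vehicle DMSO and 100% = killing control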
DPM-DC inhibit – S. pneumoniae DPM-DC inhibitors, primary screen, biochemical, PK/LDH-coupled NADH fluorescence | diphosphomevalonate decarboxylase (Streptococcus pneumoniae D39) | purified DPM-DC | calls only at 10 µM | 0.49% of 65,000 active | AID 556, 2006;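 active = the 320 compounds with the highest percent inhibition in the single-dose primary screen, excluding strongly autofluorescent ones, cut at about 32% in these data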;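 also: kinetic rate of NADH fluorescence loss reporting ADP formed by the decarboxylase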
HPDE-C7 cytotoxicity – cytotoxicity in HPDE-C7 cells, cell-based, fluorescence, HTS (AID 430). 1.8% of 63,000 active. cytotoxicity, % at 10 µM; hits with a dose series show EC50 in µM. HPDE-C7 pancreatic duct cells viability, fluorescence; higher % means a stronger effect;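 also: cells exposed to compound for 48 hours before viability readout; 0% = vehicle and 100% = reference cytotoxic drug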
PMK inhibit pilot replicates – further read-out of PMK inhibit, marked with its call; inhibition, %; measured here: pilot screen replicates
Spn MK inh pilot replicates – also measured in Spn MK inh; calls as there; inhibition, %; measured here: pilot screen replicates
DPM-DC inhibit pilot screen % – further read-out of DPM-DC inhibit, marked with its call; inhibition, %; measured here: pilot screen trials
* marks the source's active call; other numbers are inactive results; i = inactive; . = no result given. Rule as the data show it, unless noted: active = cytotoxicity above about 50%; inactive = the rest.

SMILES	HPDE-C7K KRASV12	Spn MK inh	LYP inhibition	PMK inhibit	TNAP inhibition	Bfl-1 inhibitors	HT1080 cytotoxicity	DPM-DC inhibit	HPDE-C7 cytotoxicity	others
CC(C)CCOC(=O)c1c(N)n(CC2CCCO2)c2nc3ccccc3nc12 (centres undefined)	26%	8	13%	10	10%	-2%	28%	.	10%
COc1ccc(CCC(=O)N2CCC3(CC2)OCCO3)cc1	-42%	14	12%	8	9%	-10%	2%	i	-29%
CCC(=NCCO)c1c(O)n(C2CCCCC2)c(=O)[nH]c1=O	-5%	2	2%	9	1%	-11%	-4%	i	-7%
O=c1[nH]c(=O)n(-c2cccc3ccccc23)c(O)c1C=NCCCn1ccnc1	-1%	8	13%	0	5%	0%	0%	i	-6%	PMK inhibit pilot replicates=0.0;Spn MK inh pilot replicates=0.0;DPM-DC inhibit pilot screen %=4.5
Cc1ccc2c(c1)N(CCC(=O)N1CCC3(CC1)OCCO3)C(=O)C(C)O2 (centres undefined)	-4%	8	.	16	5%	-1%	8%	i	2%
C=CCOC(=O)C1=C(C)OC(N)=C(C#N)[C@@]12C(=O)N(CC(N)=O)c1ccccc12	10%	0	1%	0	11%	-3%	-11%	i	13%
O=C(COc1ccccc1)N1CCN(CC(O)COc2ccccc2)CC1 (centres undefined)	-1%	2	-3%	21	4%	6%	-14%	i	0%
C1CNC2NCCNC2N1 (centres undefined)	-23%	0	6%	12	9%	-7%	-8%	i	-33%
Cn1c(O)c(C=NC2CC(C)(C)NC(C)(C)C2)c(=O)n(C)c1=O	4%	0	12%	21	1%	2%	0%	i	1%
COc1ccc(C2SCC(=O)Nc3c2c(=O)[nH]n3C2CCCCCC2)cc1OC (centres undefined)	5%	4	5%	0	20%	-4%	3%	i	-19%	PMK inhibit pilot replicates=2.5;Spn MK inh pilot replicates=0.0;DPM-DC inhibit pilot screen %=2.0
CCCCOC(=O)C1=C(N)OC2=C(C(=O)CCC2)[C@]12C(=O)Nc1ccccc12	-10%	12	-5%	15	10%	-3%	-10%	i	-11%
COc1ccc(OC)c(N2C(=O)NC(=O)C(CCc3ccncc3)(CCc3ccncc3)C2=O)c1	-15%	5	9%	7	18%	-2%	-2%	i	-6%	PMK inhibit pilot replicates=0.5;Spn MK inh pilot replicates=0.0;DPM-DC inhibit pilot screen %=1.0
O=P(O)(O)Cc1ccccc1OP(=O)(c1ccccc1)c1ccccc1	2%	0	-1%	6	8%	-5%	35%	i	-2%
CCSc1cc(C2C(C#N)=C(N)Oc3n[nH]c(C)c32)c(C)o1 (centres undefined)	3%	6	10%	0	3%	4%	11%	i	20%
COc1ccc(CN2CCCCC2c2cccnc2)cc1C (centres undefined)	13%	7	-1%	21	0%	-8%	-2%	i	8%
Cc1c(C(=O)N2CCC3(CC2)OCCO3)sc2ncnc(N(C)c3ccccc3)c12	.	0	5%	20	.	.	0%	i	.
Cn1cccc1CN1CCN(C(=O)COc2ccccc2)CC1	13%	35	14%	0	10%	-7%	0%	i	-4%
Cc1onc(-c2ccccc2)c1C(=O)N1CCC2(CC1)OCCO2	0%	7	15%	4	2%	1%	-3%	i	-5%
CCOC(=O)C1C(=O)N(C)C2(C)CC1c1ccccc1O2 (centres undefined)	-4%	9	6%	15	-2%	3%	0%	i	-3%
CCN1C(=O)c2ccccc2Sc2ccc(C(=O)N3CCC4(CC3)OCCO4)cc21	-2%	0	29%	21	4%	4%	-4%	i	-6%
COc1ncccc1C(=O)NCC(CC(=O)O)c1ccccc1 (centres undefined)	12%	12	12%	0	1%	4%	-2%	i	-13%
CN(C)CCc1nn[nH]n1	-5%	0	15%	0	13%	-10%	6%	i	2%
COc1cc(CN2CC3CC(C2)c2cccc(=O)n2C3)cc(OC)c1OC (centres undefined)	-10%	6	3%	7	3%	12%	-7%	i	-9%
CCOC(=O)C1CCN(/C=C2/C(=O)NC(=O)N(c3ccc(OCC)cc3)C2=O)CC1	-2%	7	-7%	0	12%	-4%	-5%	i	8%
O=S1(=O)CC2(N3CCOCC3)CCCCC21 (centres undefined)	1%	0	12%	0	11%	-4%	2%	i	-8%

Reprinted at random: 4 records from the list
SMILES	HPDE-C7K KRASV12	Spn MK inh	LYP inhibition	PMK inhibit	TNAP inhibition	Bfl-1 inhibitors	HT1080 cytotoxicity	DPM-DC inhibit	HPDE-C7 cytotoxicity	others
Cc1ccc2c(c1)N(CCC(=O)N1CCC3(CC1)OCCO3)C(=O)C(C)O2 (centres undefined)	-4%	8	.	16	5%	-1%	8%	i	2%
C1CNC2NCCNC2N1 (centres undefined)	-23%	0	6%	12	9%	-7%	-8%	i	-33%
CCN1C(=O)c2ccccc2Sc2ccc(C(=O)N3CCC4(CC3)OCCO4)cc21	-2%	0	29%	21	4%	4%	-4%	i	-6%
CCSc1cc(C2C(C#N)=C(N)Oc3n[nH]c(C)c32)c(C)o1 (centres undefined)	3%	6	10%	0	3%	4%	11%	i	20%

The results go on:
SMILES	HPDE-C7K KRASV12	Spn MK inh	LYP inhibition	PMK inhibit	TNAP inhibition	Bfl-1 inhibitors	HT1080 cytotoxicity	DPM-DC inhibit	HPDE-C7 cytotoxicity	others
O=P(OCC(F)(F)C(F)F)(N1CCCCC1)N1CCCCC1	-12%	7	-9%	8	0%	6%	7%	i	-13%	PMK inhibit pilot replicates=3.0;Spn MK inh pilot replicates=3.5;DPM-DC inhibit pilot screen %=3.5
C/C(Cl)=C/CC1(CN2CCCC2=O)C(=O)NC(=O)NC1=O	0%	0	4%	12	3%	-5%	27%	i	1%
CN1CC=C(c2c[nH]c3ccccc23)CC1	-19%	13	-13%	25	0%	-4%	0%	i	-24%
CCN(CC)CCN=Cc1c(O)n(CCc2ccccc2)c(=O)[nH]c1=O	-2%	0	.	11	2%	0%	4%	i	-3%
COc1ccc(Cn2c(N)c(C(=O)NCc3ccco3)c3nc4ccccc4nc32)cc1OC	3%	7	.	6	-5%	-9%	4%	.	3%
N#Cc1c(/N=C/c2c(O)n(Cc3ccco3)c(=O)[nH]c2=O)sc2c1CCCC2	-8%	5	5%	11	9%	-4%	4%	i	-14%
CCOC(=O)C1C2c3ccccc3O[C@@]1(C)N=C1SCC(=O)N12 (some centres undefined)	5%	2	-3%	15	3%	-5%	27%	i	-2%

Structural class: the entries above with a cyano group (3)
SMILES	HPDE-C7K KRASV12	Spn MK inh	LYP inhibition	PMK inhibit	TNAP inhibition	Bfl-1 inhibitors	HT1080 cytotoxicity	DPM-DC inhibit	HPDE-C7 cytotoxicity	others
C=CCOC(=O)C1=C(C)OC(N)=C(C#N)[C@@]12C(=O)N(CC(N)=O)c1ccccc12	10%	0	1%	0	11%	-3%	-11%	i	13%
CCSc1cc(C2C(C#N)=C(N)Oc3n[nH]c(C)c32)c(C)o1 (centres undefined)	3%	6	10%	0	3%	4%	11%	i	20%
N#Cc1c(/N=C/c2c(O)n(Cc3ccco3)c(=O)[nH]c2=O)sc2c1CCCC2	-8%	5	5%	11	9%	-4%	4%	i	-14%

The list is partial; the hit share may differ from the screen's.
